# D2 potentiator – D2 dopamine receptor (human) potentiation; P14416; HEK293 T-REx D2, calcium flux, EC20 dopamine potentiation; potentiation, % at 10 µM; hit rate 0.34% among 340,000; AID 485347;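 active means potentiation over 3 SD above the plate norm, cut at about 30% in these data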; further: 0% is about no effect
# Target sequence (P14416 whole entry, looked up): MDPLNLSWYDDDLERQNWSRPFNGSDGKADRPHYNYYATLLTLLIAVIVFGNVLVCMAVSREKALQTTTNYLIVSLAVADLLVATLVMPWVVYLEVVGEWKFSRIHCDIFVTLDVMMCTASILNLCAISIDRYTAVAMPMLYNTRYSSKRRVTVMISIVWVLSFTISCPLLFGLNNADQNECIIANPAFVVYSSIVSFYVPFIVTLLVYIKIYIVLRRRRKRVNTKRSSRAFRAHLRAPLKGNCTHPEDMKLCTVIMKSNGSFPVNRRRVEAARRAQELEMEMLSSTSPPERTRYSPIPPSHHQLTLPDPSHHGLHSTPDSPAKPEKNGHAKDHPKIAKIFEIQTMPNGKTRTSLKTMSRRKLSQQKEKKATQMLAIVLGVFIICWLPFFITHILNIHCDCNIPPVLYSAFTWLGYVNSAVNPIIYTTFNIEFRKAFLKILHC
#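 Tetracycline-induced Hek293 Trex D2 cells, force-coupled to calcium, loaded with no-wash calcium dye. Compound added with 180 s kinetic read for agonism, then EC20 dopamine and a further 180 s read for potentiation.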
# D1 antag – blocks dopamine activation of the human D1 receptor. hit rate 3.2% among 360,000. activity change, negative = inhibition, % at 10 µM. HEK293 TREx D1 cells, calcium flux, dopamine EC80; hits give low values. AID 504652; in the data active means activity change below about -30%; further: on the % scale 0 is the no-effect control and ±100 the full control effect
#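 Using tetracycline-induced force-coupled D1 Hek293 cells and a calcium dye, signals were followed for 180 s after compound, then for 180 s after EC80 dopamine, to detect inhibitors.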
# Glioma ERSR ind – inducers of ER stress response in human glioma cells. U87-MG GRP78 promoter luciferase reporter, 16 h. Potency, µM, for the others: top-dose activation, usual class: activators. hit rate 0.02% among 420,000. AID 602332; further: potency means the concentration at half of the fitted maximal effect; series mostly up to about 76 µM; % of control where 0% means no effect; nearly all actives have a fitted effect of over 35% in size
#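 Stably transfected U87-MG glioma cells carrying a GRP78-based luciferase sensor; 16 h compound incubation. Luminescence end-point read 10 min after Bright-Glo addition at room temperature.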
# Vif-APOBEC3F blk – blocks the Vif interaction with APOBEC3F. HeLa A3F-eYFP + Vif (tagged APOBEC3F with the HIV-1 protein that degrades it), YFP fluorescence increase. Potency, µM (highest dose often 46.1 µM), inactives show at the highest dose activity, negative = active. hit rate 0.2% among 390,000. AID 602313; further: potency means the concentration at half of the fitted maximal effect; % of control where 0% means no effect; nearly all actives have a fitted effect of over 65% in size
#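 HeLa cells stably expressing Vif plus C-terminally eYFP-tagged A3F were seeded, incubated overnight at 37 deg C, dosed with compound, incubated overnight again at 37 deg C. Yellow fluorescence (Ex 488/Em 500-530) reported blocked Vif-mediated A3F-eYFP degradation.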
# LDHA block – blocks human lactate dehydrogenase A; purified LDHA, NADH/diaphorase-resazurin fluorescence; hits give low values; hit rate 0.15% among 480,000; AID 1347041; activity change, % (values are at about 110 or 230 µM); in the data active means activity change below about -30%; inconclusive means mostly about -25% to -30%;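 further: plate controls were DMSO wells for no effect and wells without enzyme for full effect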
#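 Human LDH5 (2 nM) was incubated with 0.06 mM NADH and 0.2 mM pyruvate for 5 min at room temperature in Tris pH 7.4. Remaining NADH was coupled through diaphorase/resazurin, and resorufin fluorescence was read at 0 and 20 min.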
# D1 PAM – potentiators of human D1 dopamine receptor; P21728; HEK293 TREx D1 cells, calcium flux, dopamine EC20 potentiation; potentiation, % at 10 µM; hit rate 0.036% among 360,000; in the data active means potentiation above about 30%; further: 0% is about no effect
# D1 agonist – agonists of human D1 dopamine receptor; P21728; HEK293 T-REx D1 cells, calcium flux, agonist mode; activation, % at 2 µM; hit rate 1% among 360,000; in the data active means activation above about 30%; further: 0% is about no effect
#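 Tetracycline-induced HEK293 TREx D1 cells, force-coupled to calcium signalling, were dye-loaded with a no-wash calcium kit. Compound was pin-added after a 10 s baseline. Fluorescence was read kinetically at 1 cycle/s for 180 s, with calcium rises flagged as agonism.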
# RXFP1 agonist – RXFP1 (human) receptor agonism | Q9HBX9 | Potency, µM (doses to about 57.5 µM), without a hit: at the highest dose activation, usual class: activators | HEK293T-RXFP1 cAMP TR-FRET, 30 min; response scale: percent of porcine relaxin response, buffer zero | hit rate 0.3% among 370,000; further: potency means the concentration at half of the fitted maximal effect; on the % scale 0 is the no-effect control and ±100 the full control effect; nearly all actives have a fitted effect of over 60% in size; many of its hits are not listed in these tables
#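 HEK293 cells stably expressing RXFP1, treated 30 min at 37C with compounds plus PDE4 inhibitor Ro 20174; cAMP measured by HTRF TR-FRET. Normalized to buffer and 29 nM porcine relaxin; EC50 by Hill fit.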
# Vif-A3G inh – Vif-A3G binding inhibition | HeLa A3G-eYFP + Vif (tagged APOBEC3G with the HIV-1 protein that degrades it), YFP fluorescence, overnight | Potency, µM (titrated, usually from 46.1 µM), for the others: at the highest dose activity, negative = active, actives largely listed as inhibitors | hit rate 0.076% among 410,000;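 further: potency means the concentration at half of the fitted maximal effect; on the % scale 0 is the no-effect control and ±100 the full control effect; nearly all actives have a fitted effect of over 60% in size; hits raise eYFP signal because A3G escapes Vif-driven loss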
# Target sequence (Q9HC16 whole entry, looked up): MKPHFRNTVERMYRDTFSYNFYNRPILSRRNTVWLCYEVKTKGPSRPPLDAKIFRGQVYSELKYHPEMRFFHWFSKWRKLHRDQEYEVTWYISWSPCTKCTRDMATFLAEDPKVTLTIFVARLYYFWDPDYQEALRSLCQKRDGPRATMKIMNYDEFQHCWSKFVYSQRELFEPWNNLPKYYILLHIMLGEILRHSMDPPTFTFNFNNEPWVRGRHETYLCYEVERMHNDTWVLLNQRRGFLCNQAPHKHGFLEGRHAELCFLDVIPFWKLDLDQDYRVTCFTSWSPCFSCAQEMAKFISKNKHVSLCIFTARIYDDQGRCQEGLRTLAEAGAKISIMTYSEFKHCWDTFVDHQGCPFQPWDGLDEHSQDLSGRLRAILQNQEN
#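 HeLa cells stably expressing Vif and C-terminally eYFP-tagged A3G, seeded overnight at 37 deg C, then exposed to compound by pintool overnight at 37 deg C. Rise in yellow fluorescence (Ex 488/Em 500-530, Acumen) marks blocked Vif-driven A3G degradation.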
# The depositor's hits bear a star; ? = inconclusive; · = no result given; & = joins results of further samples. Unless noted, the call rests on the fitted dose curve; in most records, active means well fitted curve in the direction sought with a large enough effect; inconclusive means small, poorly fitted or top-dose-only effect, or another doubt; inactive means no such curve, though single readings can be large; an effect the other way counts as inactive or inconclusive. A portion of the library; rates above refer to the full screens.
SMILES,D2 potentiator,D1 antag,Glioma ERSR ind,Vif-APOBEC3F blk,LDHA block,D1 PAM,D1 agonist,RXFP1 agonist,Vif-A3G inh
Cc1cc(NC(=O)NC2CC(=O)N(c3ccc4c(c3)OCCO4)C2)no1 (stereo not given),-2,0,-1%,2%,1,-6,-3,-1.1%,-6%
O=C(Nc1ccc(NC(=O)c2cccnc2Cl)cc1)c1cccc(Cl)c1,2,3,-6%,-2%,-3,·,7,2.1%,-4%
CCCCOC(=O)Nc1ccc(S(=O)(=O)Nc2nc(C)cc(C)n2)cc1,2,-4,-3%,2%,-4,0,1,0.7%,-1%
CC(C)(c1ccccc1)c1ccc(OCC(O)CNC2CCN(Cc3ccccc3)CC2)cc1 (stereo not given),-2,20,-13%,11%,-10,4,67*,-4.9%,2%
O=C(O)c1ccccc1/C=N/NC(=S)NCc1ccccc1,-6,-4,-2%,-6%,0,0,2,0.7%,0%
O=c1c2ccccc2[nH]c(=S)n1CCc1ccccc1,·,-5,4%,7%,-6,3,1,-1.1%,-9%
CC(NC(=O)C(C)N1C(=O)c2ccccc2C1=O)c1ccccc1 (stereo not given),7,-3,-4%,-3%,-8,-5,3,4.8%,-1%
CN(Cc1ccccc1)C(=O)c1[nH]cnc1C(=O)Nc1ccon1,-6,·,-1%,11%,3,-2,1,1.8%,1%
CCOC(=O)c1sc2nc3c(SCC(=O)O)cc(C(=O)c4ccccc4O)cn3c(=O)c2c1C,-6,1,-1%,?,1,-4,2,1.5%,0%
C=CCn1c(O)c(N=O)c2ccccc21,0,11,0%,11%,-1,-2,2,-1.5%,-1%
COc1cc(C=O)ccc1OCCCOc1ccc([N+](=O)[O-])cc1,7,-4,-1%,-15%,-11,-5,7,0.0%,2%
CCN1C(=O)C(NC(C)=O)c2cc(OC)ccc21 (stereo not given),21,-3,-3%,-2%,6,-5,1,0.1%,-2%
CCc1cc(=O)oc2c(C)c(OC(C)C(=O)NCC3CCC(C(=O)O)CC3)ccc12 (stereo not given),9,3,-1%,2%,0,2,3,3.0%,5%
CCn1c(C)nc2cc(C(=O)NNC(=O)CN(C)S(=O)(=O)c3ccc(NC(C)=O)cc3)ccc21,·,·,-3%,6%,-4,·,·,·,0%
FC(F)(F)c1cccc(-c2ccc(-c3csnn3)o2)c1,-2,1,-1%,-2%,-5,-4,2,1.7%,-10%
Cc1cccc(N2C(=O)CS/C2=N\NC(=O)c2ccc(Br)cc2)c1C,16,-1,0%,-4%,0,-3,0,0.2%,-5%
Cc1ccc(-n2c(=S)sc3c(=O)n(-c4ccccc4F)c(SCC(=O)O)nc32)cc1C,6,-5,3%,5%,-8,0,1,2.2%,2%
Cc1ccc(-n2c(SCC(=O)O)nc3sc4c(c3c2=O)CCCC4)cc1,2&-1,-2&2,0%&1%,2%&0%,-3&-7,0&1,1&-1,1.3%&4.0%,-5%&-19%
Cc1ccc(C)c(N2C(=O)c3ccc(C(=O)OCC(=O)c4c(N)n(C)c(=O)n(C)c4=O)cc3C2=O)c1,-2,-2,-4%,9%,-3,-5,16,-0.3%,0%
O=C(CC(C(=O)N1CCc2ccccc21)n1ccnc1)NCC1CCCO1 (stereo not given),-12,23,-5%,-4%,1,0,2,-0.5%,-6%
CCCn1c(-c2ccc(OC)cc2)nc2nc3ccccc3nc21,12,-4,0%,-6%,0,-1,0,2.0%,1%
CC(C)C(NS(=O)(=O)c1cccc2nsnc12)C(=O)Nc1nc2ccc(Cl)cc2s1 (stereo not given),-2,5,-2%,0%,-7,4,1,-1.2%,-4%
COc1ccc2[nH]cc(C(O)CN3CCC(C(N)=O)CC3)c2c1 (stereo not given),·,-12,-4%,3%,-7,-7,3,1.6%,1%
CSCCNC(=O)c1ccc2nc(C3CCCCC3)oc2c1,11,11,3%,-1%,-9,-3,7,0.1%,3%
CCN(CC)c1ccc(/C=C(\C#N)C(=O)NCc2ccccc2)cc1,-5,0,-6%,?,-4,-8,58*,6.4%,-1%
COc1ccc(-c2c(C)nn3c(N4CCN(c5ccccc5F)CC4)cc(C)nc23)cc1OC,2,-12,-2%,6%,-8,0,3,4.2%,-1%
O=[N+]([O-])c1cccc(-n2nncc2-c2ccccc2)c1,14,17,-1%,-16%,-2,7,2,1.4%,0%
CCn1c(COc2ccc(C(C)C)cc2)nnc1SCC(=O)Nc1nccs1,-2,·,-4%,-6%,-7,-4,0,-1.9%,0%
CC(=O)Nc1ccc(C(=O)OCc2ccc(F)cc2Cl)cc1,-8,3,1%,6%,-12,-3,11,-1.9%,0%
CC1=C(C(=O)Nc2ccccc2)C(c2ccco2)C(C#N)=C(SCC(N)=O)N1 (stereo not given),5,-13,0%,2%,1,-4,1,0.4%,5%
COC(=O)c1ccc(OCCOc2ccc(C(=O)OC)cc2)cc1,1,4,-2%,-9%,-4,-2,3,1.6%,1%
COc1ccc(Br)cc1CNC(=O)CSc1n[nH]c(-c2ccccc2)n1,5,-11,-2%,8%,10,3,0,4.2%,4%
NS(=O)(=O)c1ccc(NC2=CC(c3ccc([N+](=O)[O-])cc3)N(c3ccc(S(N)(=O)=O)cc3)C2=O)cc1 (stereo not given),12,3,-4%,-6%,?,3,9,-2.8%,0%
O=C(CSc1nncc(=O)[nH]1)NCc1ccccc1,-3,12,-2%,3%,-2,-10,0,-0.4%,3%
CCCCCCC(=O)Nc1ccc(C(=O)N/N=C/c2cccnc2)cc1,-4,-23,-2%,-8%,-1,-14,0,1.3%,1%
Cc1ccccc1OCc1nnc(SCc2cc(=O)c3cc(F)ccc3[nH]2)n1C,7,-15,-5%,3%,-1,-3,2,4.6%,0%
CC(=O)c1cccc(NC(=O)C2CC(=O)N(C3CCCC3)C2)c1 (stereo not given),·,·,-4%,9%,-4,·,·,·,1%
CCOCCc1c(O)nc(SC)[nH]c1=O,10,7,-12%,5%,1,-3,2,2.1%,0%
O=C(C1=C(O)C(=O)N(CCN2CCOCC2)C1c1ccc(F)cc1)c1cccs1 (stereo not given),10,-3,2%,5%,-1,-2,5,10%,-10%
O=C(CN1CCN(S(=O)(=O)c2ccccc2)CC1)Nc1ccc(Cl)c(Cl)c1,-7,-9,-2%,0%,0,-2,2,1.3%,0%
Cc1ccccc1OCC(=O)NNC(=O)CSc1nc(N)cc(N)n1,6,-12,0%,-16%,-8,0,-1,-0.2%,-3%
CN(C)S(=O)(=O)c1ccc(N2CCCC2)c(C(=O)NCc2cccc(C(F)(F)F)c2)c1,0,-6,-2%,3%,-6,-2,2,18%,-2%
CCCCOc1ccc(C(=O)Oc2cc(C)[nH]c(=O)c2[N+](=O)[O-])cc1,-2,2,-5%,-4%,2,-1,0,0.7%,4%
O=C(Nc1cccc(NC(=O)c2ccccc2F)c1)c1ccccc1,2&0,6&7,-1%&-1%,2%&-2%,-2&-3,-4&-2,1&4,-0.6%&4.1%,-5%&-1%
COc1ccc(CCC(=O)N2CCN(S(=O)(=O)c3cccs3)CC2)cc1,·,13,-4%,-3%,-3,4,1,-0.2%,-3%
CCN(CC)c1ccc(CNc2nc3ccccc3n2CCN2CCCCC2)cc1,-4,·,-3%,?,-9,0,5,0.5%,-1%
CC(=O)NC1(C(F)(F)F)N=C(c2ccccc2)NC1=O (stereo not given),-2,6,-2%,-13%,-2,-6,4,-0.2%,0%
COc1ccc(/C=N\NC(=O)c2ccc([N+](=O)[O-])cc2)cc1COc1c(F)c(F)cc(F)c1F,-9,-18,-4%,-31%,16,8,2,4.4%,-1%
COC(=O)C(Cc1ccc(O)cc1)NC(=O)C(C)NC(=O)c1ccc(C(C)(C)C)cc1 (stereo not given),4,0,-3%,?,-2,11,4,-0.2%,0%
COc1ccccc1CNC(=O)CN(C)S(=O)(=O)c1ccc(Br)s1,9,5,0%,3%,-1,-2,-2,5.4%,-4%
NS(=O)(=O)c1ccc(NC(=O)c2ccc3c(c2)CCCC3)cc1,-12,-23,3%,?,-11,-8,2,?,-6%
COc1ccc(OC)c(NC(=O)CCN2CCCC(C)C2)c1 (stereo not given),-17,5,-3%,0%,8,-1,5,0.4%,1%
CC1CN(C(=S)c2cccc([N+](=O)[O-])c2)CC(C)O1 (stereo not given),0,11,-2%,0%,-12,2,0,2.4%,-1%
COc1ccc(CNC(=O)Cn2c(=O)oc3cc(S(=O)(=O)NCc4ccccc4)ccc32)cc1,-7,-11,-1%,0%,-7,-5,5,-0.9%,4%
c1cncc(-c2nnc3n2C2(CCCCC2)Cc2ccccc2-3)c1,-1,5,-4%,-6%,0,-1,1,-2.8%,0%
C[C@H](CO)N1C[C@H](C)[C@H](CN(C)C(=O)c2ccc3ccn(C)c3c2)OCc2cnnn2CCCC1=O,·,·,-2%,-6%,-6,·,·,·,-1%
O=C(NC1CC(=O)N(c2ccccc2)C1)C(=O)c1c[nH]c2ccccc12 (stereo not given),-2,-9,-4%,-12%,-2,6,3,-0.1%,-4%
O=C(O)CC/C(=N\NC(=O)CNC(=O)c1ccc(F)cc1)c1ccccc1,-11,-19,-3%,-19%,0,-11,0,1.7%,0%
COc1ccc(N2CCN(C(=O)c3ccc(C(C)(C)C)cc3)CC2)cc1,2,-3,0%,1%,7,2,3,-0.8%,1%

# D1 agonist, entries above that show a hit.
Structure	D2 potentiator	D1 antag	Glioma ERSR ind	LDHA block	D1 PAM	D1 agonist
CC(C)(c1ccccc1)c1ccc(OCC(O)CNC2CCN(Cc3ccccc3)CC2)cc1 (stereo not given)	-2	20	-13%	-10	4	67*
CCN(CC)c1ccc(/C=C(\C#N)C(=O)NCc2ccccc2)cc1	-5	0	-6%	-4	-8	58*

# Assay outcomes from PubChem.
